# Assay outcomes: PubChem, IUPUI and University of Michigan
# ST2 inh: inhibitors of human ST2 (IL1RL1) binding to IL-33 | Q01638 | AlphaLISA ST2-Fc/biotin-IL-33 interaction, 1 h | inhibition, % for hits at 17 µM | actives 2.3% (n = 78,000) | AID 1259354; in the data active = inhibition above about 30%; inconclusive = mostly about 10% to 28%
# Target sequence (Q01638 whole entry, looked up): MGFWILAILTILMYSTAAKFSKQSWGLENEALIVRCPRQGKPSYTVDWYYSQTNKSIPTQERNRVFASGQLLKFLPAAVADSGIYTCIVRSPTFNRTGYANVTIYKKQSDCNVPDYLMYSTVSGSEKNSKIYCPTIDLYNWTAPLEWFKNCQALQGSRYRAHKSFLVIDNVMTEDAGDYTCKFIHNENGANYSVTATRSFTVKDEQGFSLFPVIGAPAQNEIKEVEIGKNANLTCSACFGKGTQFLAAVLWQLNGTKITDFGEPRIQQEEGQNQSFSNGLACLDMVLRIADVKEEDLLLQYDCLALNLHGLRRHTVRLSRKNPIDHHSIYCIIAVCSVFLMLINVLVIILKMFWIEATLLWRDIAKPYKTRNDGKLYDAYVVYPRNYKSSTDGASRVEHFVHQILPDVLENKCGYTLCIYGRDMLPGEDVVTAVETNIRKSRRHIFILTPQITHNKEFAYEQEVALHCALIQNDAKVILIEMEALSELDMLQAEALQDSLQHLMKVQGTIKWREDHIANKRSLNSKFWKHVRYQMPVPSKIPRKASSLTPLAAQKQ
# * marks the source's active call; other numbers are inactive results; i = inactive; u = inconclusive; ! = a repeat was not active.
Compound | ST2 inh
CCCS(=O)(=O)N1CCCC(C(=O)NCCC(C)C)C1 (centres undefined) | u
O=C(c1ccccc1Cl)N1CCN=C1SCc1cccnc1 | i
COC(=O)C1C(=O)C2=C(CC1C)NC(C)=C(C(=O)OC(C)C)C2c1ccc(F)cc1 (centres undefined) | i
Cc1ccccc1-n1cc(CN2CCCC(N3CCCC3=O)C2)cn1 (centres undefined) | u
C=CCc1ccccc1OCCN(C)C(=O)c1occc1C | i
CN(CC(=O)Nc1ccc2c(c1)OCCO2)S(=O)(=O)c1ccc2c(c1)CCC(=O)N2 | i
CC(C)CCCC1CN(C(=O)c2ccc(=O)[nH]n2)CCO1 (centres undefined) | i
COc1ccc(NC(=O)c2c(N=Cc3cc(Cl)cc(Cl)c3OC)cnn2C)cc1 | u
COC(=O)c1ccc(C(=O)Nc2nc3c(ccc4ccccc43)s2)cc1 | u
CSCc1nnc(NC(=O)c2ccc(S(=O)(=O)N(C)C3CCCCC3)cc2)o1 | i
O=C(NCCc1ccccc1)C(=O)NCC1OCCc2ccccc21 (centres undefined) | i
Cc1cccc(C(=O)Nc2ccc(C(=O)c3ccccc3)cc2)c1 | i
COc1ccccc1Nc1nc(-c2nnc(-c3cccc(C)c3)o2)nc2ccccc12 | i
O=C(COc1ccc(Cl)cc1)N1CCN=C1SCc1ccccc1 | i
Cc1ccc(-n2c(SCC(=O)N3CCc4ccccc43)nc3c(c2=O)SCC3)cc1 | 97%*!
C[C@]1(O)CC[C@@H]2C(C(=O)O)=CO[C@@H](O[C@@H]3O[C@H](COC(=O)c4ccc(O)cc4)[C@@H](O)[C@H](O)[C@H]3O)[C@@H]21 | i
CCN(CC)Cc1cnc2c(C(=O)N3CCC(=O)NCC3C)cnn2c1 (centres undefined) | u
COc1cc(C=O)ccc1OCCOc1ccccc1OC(C)C | i
CCc1nc(-c2c(-c3ccccc3)ncn2CC(C)(C)N2CCOCC2)c(C)[nH]1 | i
Cc1ncc([N+](=O)[O-])n1S(=O)(=O)c1ccc(F)cc1 | u
CCOc1ccc(C2C(C(=O)Nc3ccccc3OC)=C(C)Nc3nnnn32)cc1OC (centres undefined) | i
c1ccc(CCc2noc(CN3CCN(c4nc5ccccc5s4)CC3)n2)cc1 | i
CC(=O)Nc1ccc(S(=O)(=O)N2C[C@@H]3C[C@H](C2)c2ccc(-c4ccc(OC(F)(F)F)cc4)c(=O)n2C3)cc1 | i
C[C@H]1[C@@H]2[C@@H](O)C([C@H](C)C(=O)NCCN3CCOCC3)CC[C@@]2(C)CC[C@@H]1NC(=O)c1cncnc1 (some centres undefined) | u
Cc1nc2c(ccc3nc(NC(=O)c4ccc(Br)s4)sc32)s1 | u

# New compounds follow:
Compound | ST2 inh
Cc1ccc(OC2CCN(Cc3ccncc3)CC2)c(C(=O)N2CCSCC2)c1 | i
O=c1c2ccccc2ncn1CCCCSc1ccc(Cl)cc1 | i
CC(C)c1cc(C2CCN(C(=O)Cc3c[nH]c4ccccc34)CC2)[nH]n1 | u
Cc1cccn2c(=O)c3cc(C(=O)Nc4ccccc4F)sc3nc12 | 35%*
O=C(Nc1ccccc1F)c1ccc([N+](=O)[O-])o1 | u
CCc1nc2ccccc2c(N)c1C (tested in a mixture with another compound) | i
Cc1ccc(C)c(C(NC(=O)c2scnc2C)c2cccnc2)c1 (centres undefined) | i
CN(C)c1nc2c(c(N(C)C)n1)CCN(C(=O)CCCc1cn[nH]c1)C2 | i
CC1(C)CC(=O)c2cnc(NC(=O)C3CCCC3)nc2C1 | i
COc1ccc(NC(=O)N[C@H]2CO[C@H]3[C@@H]2OC[C@H]3OC(=O)Nc2ccc(Oc3ccccc3)cc2)cc1 | i
N#C/C(=C\c1ccc(O)cc1)c1nc(C2CC2)cs1 | u
Cc1noc(C)c1CN1CCOc2c(O)cc(-c3cccc(Cl)c3)cc2C1 | u
CC(O)(CC(=O)O)CC(=O)OC1[C@H](OC(=O)/C=C/c2ccc(O)c(O)c2)CC(O)(C(=O)O)C[C@H]1OC(=O)/C=C/c1ccc(O)c(O)c1 (some centres undefined) | i
Cc1cc(N2CCCCC2)nc(N2CCN(S(=O)(=O)c3cc(C(C)C)ccc3C)CC2)n1 | u
CC(C)C(=O)N1c2ccccc2NC2=C(C(=O)CCC2)C1c1ccccc1 (centres undefined) | u
OC1CCC(C2CC3CCC2C3)CC1O (centres undefined) | i
COCCn1cc(C(=O)N2CCN(C)CC2)c2c3ccccc3n(C)c2c1=O | i
c1ccc(CN2CCC(Cn3ccnc3C3CC3)C2)cc1 (centres undefined) | u
O=C(Nc1ccc(Cl)cc1)C1c2ccccc2Oc2ccccc21 | i
COc1ccccc1NC(=O)CSc1nc2c(cc1C#N)CCC2 | i
Cc1c(N)cc(C(=O)O)cc1[N+](=O)[O-] | i
COc1cccc(NC(=O)c2oc3ccccc3c2NC(=O)COc2ccc(F)cc2)c1 | i
COc1ccc(CN=Cc2[nH]c3ccc(Br)c(Cl)c3c2O)cc1 | u
NC(=Nc1ccc(Br)cc1)c1ccccc1 | i
O=C(Nc1cccc([N+](=O)[O-])c1)c1ccc(F)cc1 | i

# Going on with the list.
Compound | ST2 inh
CCO[C@H]1COC[C@@H]1NC(=O)c1scc2c1OCCO2 | i
O=C(Cn1nc(-c2ccccc2)ccc1=O)N1CCOCC1 | u
Cc1nc(NCCCc2c(C)n[nH]c2C)c2cnn(C)c2n1 | i
CC(C)CCNC(=O)Cc1c(C(=O)O)[nH]c2ccc(Cl)cc12 | u
O=C(c1n[nH]c2c1CCC2)N1CCCC(c2n[nH]c(=O)n2-c2ccccc2)C1 (centres undefined) | i
Cc1cccc(N2CC(C(=O)Nc3ccc4c(c3)OCO4)CC2=O)c1C (centres undefined) | u
CC1CCc2[nH]nc(-c3n[nH]c(Cc4ccccc4)n3)c2C1 (centres undefined) | u
CN(C(=O)c1ccccn1)C(Cc1ccccc1)C1CCN(C(=O)c2csc3c2CCCC3)CC1 (centres undefined) | u
CCOC(=O)C1(CCOc2ccccc2)CCN(S(=O)(=O)c2ccc(C)s2)CC1 | i
O=C(Nc1nc2ccccc2s1)c1ccccc1Br | u
Cc1ccccc1-c1nc2cc(NC(=O)CC(C)C)ccc2o1 | i
C=CCNC(=O)CCCn1nc([N+](=O)[O-])c(Br)c1C | i
Cc1ccc(S(=O)(=O)Cc2noc([C@@H]3C[C@@H](O)CN3Cc3ccc(CO)o3)n2)cc1 | i
O=C1Nc2ccccc2C12CCN(c1noc(-c3ccccc3)n1)CC2 | i
COc1ccc(C(C2=C(O)CC(C)(C)CC2=O)C2C(=O)CC(C)(C)CC2=O)cc1CO (centres undefined) | i
O=C(c1cc(-c2ccc3c(c2)OCO3)on1)N1CCN(c2ccccc2)CC1 | i
O=C1CCC[C@H]2[C@@H]3C[C@@H](CN(c4ncnc5c4CCC5)C3)CN12 | i
Nc1nc2c(c(=O)[nH]1)CCN(C(=O)CSC13CC4CC(CC(C4)C1)C3)C2 | i
Cc1cc(=O)[nH]c2c1c(C)nn2C1CCOC(C)(C)C1 (centres undefined) | i
O=C(Nc1ccccn1)c1ccc2c(c1)C(=O)N(c1cccc([N+](=O)[O-])c1)C2=O | 30%*
COc1nc(C)cc(C)c1CNC(=O)CC1C(=O)NCCN1CC(C)C (centres undefined) | i
O=C(Nc1sc2c(c1C(=O)O)CCC2)c1ccccc1Br | i
Cc1cc(NS(=O)(=O)c2ccc(NC(=O)Nc3ccccc3)cc2)no1 | i
O=C(c1ccc(Cl)cc1)N1CCN(S(=O)(=O)c2cc3c4c(c2)CCN4C(=O)CC3)CC1 | i
Nc1ccc(C(=O)N2N=C(C(F)(F)F)CC2(O)c2ccc(F)cc2)cc1 (centres undefined) | i

# (list continues)
Compound | ST2 inh
O=C(Cn1c(=O)[nH]c2ccsc2c1=O)N1CCN(C2CCCCC2)CC1 | i
CC(=O)Cc1nsc(NC(=O)c2cccc(Cl)c2)n1 | i
COc1ccc(NC(=O)c2oc3ccccc3c2NC(=O)C2CC2)c(OC)c1 | i
C=CCn1cnc2scc(-c3ccc(Cl)cc3)c2c1=O | u
O=C(CN1C(=O)c2ccccc2S1(=O)=O)Nc1ccc(S(=O)(=O)N2CCCCC2)cc1 | i
Cc1ccc(-c2noc(CCC(=O)Nc3ccc4c(c3)OCO4)n2)cc1 | i
CN(C)c1ncc(CN2CCN(CCc3ccccc3)C(CCO)C2)s1 (centres undefined) | i
CCN(CC)C(=O)C1CCCN(Cc2ccc(Br)cc2)C1 (centres undefined) | u
O=c1[nH]c2ccc(S(=O)(=O)Nc3ccc(Cl)c(Cl)c3)cc2o1 | i
Cc1cc(N2CCCCC2)nc(N2CCN(S(=O)(=O)c3ccc(Br)cc3)CC2)n1 | i
O=C(Nc1cnn(-c2ccc(C(=O)N3CCN(c4ccccc4Cl)CC3)cc2)c1)C1CCOCC1 | i
Cc1nnc(Sc2cc(C(=O)NCCC(C)C)c3ccccc3n2)s1 | i
Cc1nonc1C(=O)N1CCCC(CCC(=O)N2CCN(Cc3ccccc3)CC2)C1 (centres undefined) | i
COc1cc([N+](=O)[O-])ccc1NC(=O)c1ccc2c(c1)C(=O)N(CC(C)C)C2=O | i
O=C(O)c1ccc2c(c1)C1C=CCC1C(C(=O)O)N2 (centres undefined) | 82%*
CC(N)(Cc1ccc(O)cc1)C(=O)O (centres undefined) | i
O=[N+]([O-])c1ccc(NS(=O)(=O)c2ccc(F)cc2)cc1 | i
COc1ccccc1C(=O)Nc1ccc2oc(-c3ccc(F)cc3Cl)nc2c1 | i
CCOc1ccccc1C1CC(c2ccc(Cl)cc2)Nc2nc(N)nn21 (centres undefined) | u
O=C(c1ccc(CS(=O)(=O)c2c(Cl)cccc2Cl)o1)N1CCCC1 | i
Cc1ccc(C(=O)N[C@H]2CO[C@H]3[C@@H]2OC[C@@H]3n2nnnc2-c2ccc(N(C)C)cc2)cc1 | i
COc1cc(C)ccc1S(=O)(=O)N1CCC2(CCN(C)C2)CC1 | u
CC(C)c1cc(C2CCN(Cc3coc4ccccc4c3=O)CC2)[nH]n1 | i
CC(C)Cn1cc(C(=O)NCCCN2CCOCC2)c2c3ccccc3n(C)c2c1=O | u
Cc1ccc(-c2nc(CN(C)C)cc(CN(C)C)c2O)cc1 | i

# The list continues.
Compound | ST2 inh
Cc1cccc2cc(CO)c(-c3ccc(C(C)N4CCOCC4)cc3)nc12 (centres undefined) | i
CCOC(=O)c1ccc2c(c1)N(Cc1ccccc1C)C(=O)CS2 | i
COc1ccc(NC(=O)CCCn2nc([N+](=O)[O-])c(Cl)c2C)cc1OC | u
Cc1ccc(N2CC(NC(=O)c3ccc(S(=O)(=O)N4CCOCC4)cc3)CC2=O)cc1 (centres undefined) | i
O=C1N=c2ccc(F)cc2=C1c1sc(Nc2ccc(Br)cc2)nc1O | i
COc1cc(C(=O)Nc2ccc3c(c2)nc(C)n3Cc2ccccc2)cc(OC)c1OC | i
O=C(Nc1cccc(-n2cccn2)c1)C1CCCN(Cc2ccc3c(c2)CCO3)C1 (centres undefined) | u
Cc1cc(C)n(CCCC(=O)N[C@@H]2CC[C@@H](N)C2)n1 | u
CCc1c(C)nn(CCNC(=O)c2ccc(-n3cnnc3)cc2)c1C | i
CN(Cc1ccc(-n2cccn2)cc1)C(=O)c1c[nH]c(=O)cn1 | i
CC(C)(C)c1nc(CN2CCOCC2)ccc1O | i
CCC1CCCCN1C(=O)c1cc2cc3ccc(OC)cc3nc2o1 (centres undefined) | u
COc1cc(-c2ncnn2-c2sc3c(c2C#N)CCCCC3)ccc1O | u
COc1cc(S(=O)(=O)N2CCN(c3nc(C)cc(N4CCCC4)n3)CC2)c(C)cc1C | i
CCC1CCCCN1S(=O)(=O)c1ccc(C(=O)Nc2nnc(-c3ccc(OC)cc3)o2)cc1 (centres undefined) | u
Cc1ccc([N+](=O)[O-])cc1N=Cc1nc(-c2ccc(Br)cc2)oc1O | u
CN(C)CCN(C)[C@@H]1[C@H](O)[C@H](CO)O[C@@H]1CNC1CCOCC1 | i
CC(C)(C)C(=O)N[C@H]1CO[C@H]2[C@@H]1OC[C@@H]2Nc1nccc(-c2ccc(-c3ccccc3)cc2)n1 | i
NS(=O)(=O)c1ccc(CCNC(=O)c2ccccc2NC(=O)C2=CSCCO2)cc1 | i
O=C(NCCN1CCN(c2ncccn2)CC1)c1cccc2ccnn12 | u
O=C(CCCn1ccnc1)N1CCOC(c2ccc(Cl)c(Cl)c2)C1 (centres undefined) | u
O=C(c1cncc(N2CC(c3ccncc3)C2)n1)N1CCCC1 | i
CC(=O)N1CCC2(CC1)CC(=O)c1cc(OCC(=O)N3CCOCC3)ccc1O2 | u
COCC(C)C1CCN(Cc2cc(F)c(O)c(OC)c2)CC1 (centres undefined) | i
Cc1cnc(C)c(-c2cc(O)c3c(c2)CN(CCCn2ccnc2)CCO3)n1 | u
COc1cc(NC(=O)C(Cl)Cl)c(OC)cc1Cl | u
O=C(c1ccsc1)N1CC[C@@H](c2ccc3ccccc3c2)[C@H](O)C1 | i
O=C(O)c1ccc(CN2CC[C@H](c3nnc(-c4ccccc4)o3)C2)cc1 | i

# 2 entries from above in a different format.
Molecule: CC(C)(C)c1nc(CN2CCOCC2)ccc1O
- ST2 inh: i
Molecule: CCC1CCCCN1C(=O)c1cc2cc3ccc(OC)cc3nc2o1 (centres undefined)
- ST2 inh: u

# Retrieved by compound from the entries so far, 5 records:
Compound | ST2 inh
O=C(Nc1cccc(-n2cccn2)c1)C1CCCN(Cc2ccc3c(c2)CCO3)C1 (centres undefined) | u
O=C(CCCn1ccnc1)N1CCOC(c2ccc(Cl)c(Cl)c2)C1 (centres undefined) | u
COc1cc(C(=O)Nc2ccc3c(c2)nc(C)n3Cc2ccccc2)cc(OC)c1OC | i
Cc1cnc(C)c(-c2cc(O)c3c(c2)CN(CCCn2ccnc2)CCO3)n1 | u
COc1cc(NC(=O)C(Cl)Cl)c(OC)cc1Cl | u

# A portion of the library; rates above refer to the full screens.
